High-throughput results (PubChem)
MKP-1 inh: MKP-1 phosphatase inhibitors, primary screen, biochemical, in vitro; 0.15% of 65,000 active; recombinant MKP-1, OMFP hydrolysis fluorescence; inhibition, %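 (compounds tested at a single concentration somewhere between 10 and 100 µM)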; AID 374, 2006;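 active = inhibition above about 50%, limit read from the data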;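 note: 0% = DMSO max control wells and 100% = wells with enzyme stopped by NaOH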
Target sequence (P28562 whole entry, looked up): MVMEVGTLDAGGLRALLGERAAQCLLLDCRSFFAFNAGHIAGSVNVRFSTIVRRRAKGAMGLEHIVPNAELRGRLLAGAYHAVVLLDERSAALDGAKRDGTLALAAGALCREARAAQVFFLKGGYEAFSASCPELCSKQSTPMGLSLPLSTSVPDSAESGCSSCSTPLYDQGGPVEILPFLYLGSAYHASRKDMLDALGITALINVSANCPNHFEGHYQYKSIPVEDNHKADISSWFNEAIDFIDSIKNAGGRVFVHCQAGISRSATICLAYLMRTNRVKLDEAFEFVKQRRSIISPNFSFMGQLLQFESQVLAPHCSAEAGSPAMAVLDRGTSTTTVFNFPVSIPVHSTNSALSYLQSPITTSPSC
Cdc25B block: inhibitors of Cdc25B phosphatase catalytic domain, primary screen, biochemical, OMFP fluorescence | M-phase inducer phosphatase 2 (Homo sapiens), P30305 | recombinant Cdc25B, OMFP fluorescence Ex485/Em525 | inhibition, %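 (compounds tested at 10 µM final in the well)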 | 0.1% of 65,000 active | AID 368, 2006; in the data active = inhibition above about 50%
A340 absorber: compound light absorbance at 340 nm, profiling panel, artefact control, biochemical, MLSMR library, data from PS, PMK, MK assays. compound absorbance at 340 nm, fold over control. fold change at 10 µM. 65,000 tested, under 10 active;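 active = at 10 µM dose, initial 340 nm absorbance at least 2 fold that of control wells; inactive = change under 2 fold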;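 note: initial absorbance extrapolated from kinetic A340 decline of NADH oxidation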
Hsp90 block: tumor Hsp90 inhibitors, primary screen, cell lysate, fluorescence polarization, NCI-N417 lysate. Heat shock protein HSP 90-alpha (Homo sapiens), P07900. Cy3B-geldanamycin FP displacement. inhibition, % at 30 µM. 0.35% of 64,000 active;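 active = inhibition above 50%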;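 note: 0% = tracer plus lysate wells and 100% = tracer alone without lysate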
HER2 expr 66K: inhibitors of Her2 protein expression, primary screen, SKBR-3 cells, AlphaScreen, 66K library. Receptor tyrosine-protein kinase erbB-2 (Homo sapiens), P04626. SKBR-3 HER2 protein level, 18-24 h; hits give low values. HER2 level % of control, % at 10 µM. 0.69% of 65,000 active. AID 645, 2007;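 active = HER2 level under 5% of the carrier-only control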;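 note: 100% = DMSO carrier and 0% = 500 nM PU-H71 HSP90 inhibitor; lower value means stronger loss of Her2 protein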
Autofluor 339: intrinsic fluorescence of library compounds, ex339/em460 – biochemical, MLSMR library, data from DPM-DC assay, artefact control, profiling panel | compound autofluorescence, ex339/em460 nm, NADH buffer; hits give high values; 1 = no-compound wells, NADH background | fluorescence fold increase at 10 µM | 5.5% of 65,000 active;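 active = at 10 µM, mean starting fluorescence two-fold or more over control wells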;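 note: signal is the first read of a kinetic run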
PKA kinase inh: inhibitors of human PKA kinase activity, primary screen, biochemical, ATP-depletion luminescence, Kemptide substrate. cAMP-dependent protein kinase catalytic subunit alpha (Homo sapiens), P17612. PKA Kemptide phosphorylation, Kinase-Glo ATP luminescence. inhibition, % at 6 µM. 0.1% of 65,000 active. AID 524, 2006;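 active = inhibition above the screen-wide mean inhibition plus 3 SD, cut at about 21% in these data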; note: many of its hits are not listed in these tables
ROCK2 blocker: inhibitors of human ROCK2 kinase, primary screen, biochemical, high-throughput, luminescence; inhibition, % at 6 µM; purified ROCK2, Kinase-Glo ATP depletion luminescence; 0.35% of 60,000 active; AID 604, 2007;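 active = inhibition above the screen-wide mean inhibition plus 3 SD, cut at about 18% in these data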;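 note: plate controls were DMSO wells for no effect and Y-27632 control wells after no-enzyme background subtraction for full effect; many of its hits are not listed in these tables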
JNK3 blocker: JNK3 kinase activity inhibitors, primary screen, biochemical, human, purified enzyme; Mitogen-activated protein kinase 10 (Homo sapiens), P53779; inhibition, % at 8 µM; HTS; 0.61% of 60,000 active; AID 746, 2007; in the data active = inhibition above about 17%;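 note: 0% = DMSO and 100% = reference inhibitor; many of its hits are not listed in these tables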
Target sequence (P53779 whole entry, looked up): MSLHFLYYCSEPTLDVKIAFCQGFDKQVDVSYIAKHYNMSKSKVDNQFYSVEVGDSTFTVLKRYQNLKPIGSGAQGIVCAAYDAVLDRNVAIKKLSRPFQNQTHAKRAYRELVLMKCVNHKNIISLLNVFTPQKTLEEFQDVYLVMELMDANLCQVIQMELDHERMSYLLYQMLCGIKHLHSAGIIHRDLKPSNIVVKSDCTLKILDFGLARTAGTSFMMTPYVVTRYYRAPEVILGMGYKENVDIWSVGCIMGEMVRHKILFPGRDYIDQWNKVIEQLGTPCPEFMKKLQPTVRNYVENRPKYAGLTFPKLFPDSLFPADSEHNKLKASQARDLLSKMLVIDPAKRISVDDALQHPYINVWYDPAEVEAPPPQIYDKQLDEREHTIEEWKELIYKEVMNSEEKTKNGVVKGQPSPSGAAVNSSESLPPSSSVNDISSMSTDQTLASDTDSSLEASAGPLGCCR
* marks the source's active call; other numbers are inactive results; . = no result given. Only part of the results is shown. The share of hits here may be higher or lower than overall.

Second line of a record – MKP-1 inh | Cdc25B block | A340 absorber | Hsp90 block | HER2 expr 66K | Autofluor 339 | PKA kinase inh | ROCK2 blocker | JNK3 blocker
COc1ccc(CCNC(=O)c2ccc3nc(-c4ccco4)c(-c4ccco4)nc3c2)cc1OC
  39 | 30 | 1 | -5 | 86 | 2.4* | -2 | -1 | 1
O=C(Oc1c(CN2CCOCC2)cc(Cl)c2cccnc12)c1ccc(F)cc1
  10 | -1 | 1.1 | 2 | 85 | 1.1 | 10 | 7 | -1
COc1cccc(CNc2ccc(N3CCCCC3)cc2)c1OC
  4 | -9 | 1 | 6 | 57 | 1.1 | -1 | -1 | 0
Cn1c(Cn2c(=O)sc3ccccc32)nnc1SCC(=O)NCc1ccco1
  9 | -5 | 1.1 | -2 | 101 | 1.1 | -8 | 0 | 0
CC1=Nn2c(nnc2-c2cc(-c3ccccc3)n[nH]2)SC1
  -4 | -8 | 1 | -3 | 132 | 1 | 5 | 4 | -1
COc1cc(C2C(C(C)=O)=C(C)Nc3ncnn32)ccc1O (stereo not drawn)
  8 | -16 | 1.1 | . | 108 | 1.1 | 10 | . | .
Cc1c(C(=O)NCCCN2CCOCC2)sc2nc(-c3ccc(F)cc3)cn12
  17 | -26 | 0.99 | 2 | 108 | 0.8 | 1 | 1 | 0
COc1ccc(NC(=O)CSc2nnc(CNc3ccc(F)cc3)o2)c(OC)c1
  -10 | 3 | 1 | 4 | 60 | 1 | 2 | 2 | -3
Clc1ccc2nc(CSc3nc4ccccc4o3)cn2c1
  -17 | -8 | 1 | -1 | 57 | 1.1 | 5 | 5 | -12
O=C(NCc1cccs1)C(Cc1ccccc1)n1cccc1 (stereo not drawn)
  1 | -12 | 0.97 | -1 | 88 | 1 | 0 | 2 | -2
CCOC(=O)C1CCN(CCC(=O)Nc2cccc(Cl)c2C)CC1
  -4 | -13 | 1 | . | 48 | 1.1 | 1 | . | .
Cc1nn(-c2ccccc2)c2nc(N)c(C#N)c(-c3ccc(F)cc3)c12
  -19 | 3 | 1 | -3 | 65 | 3.8* | 0 | 0 | -3
Cn1c(C(=O)O)cc2cc(F)ccc21
  -14 | 12 | 1 | -10 | 83 | 1 | 10 | 5 | -4
Oc1ccc(Cl)cc1Cc1cc(Cl)ccc1O
  19 | -5 | 1 | . | 57 | 1.1 | . | . | .
O=C(NCCCN1CCC(Cc2ccccc2)CC1)C1CCC(=O)N1C1CCCC1 (stereo not drawn)
  -2 | 4 | 1 | -11 | 86 | 0.69 | 4 | -3 | -6
CCOC(=O)c1ccc(N2C(=O)CC(N3CCN(Cc4ccccc4)CC3)C2=O)cc1 (stereo not drawn)
  0 | 28 | 1 | -1 | 92 | 1.1 | 8 | 4 | -2
CC(O)CSc1nc2c(c(=O)n(C)c(=O)n2C)n1CCCc1ccccc1 (stereo not drawn)
  9 | -6 | 1 | -2 | 107 | 1.1 | -1 | 3 | 5
Cc1cc(NS(=O)(=O)c2ccc(NC(=O)c3ccoc3C)cc2)nc(C)n1
  -4 | -6 | 1 | 3 | 76 | 1.2 | 4 | 2 | -4
CCC(C)[C@H](NC(=O)NCc1ccccc1Cl)C(=O)O (stereo partly drawn)
  -13 | -14 | 0.98 | 0 | 101 | 1.1 | 5 | 3 | -1
O=C(CCC(=O)OCCCC(F)(F)C(F)(F)F)Nc1ccccc1
  8 | -8 | 1 | 0 | 84 | 1.1 | -1 | 0 | 0
COc1ccccc1Cn1c(=O)c2ccccc2n2c(Sc3ncnc4sccc34)nnc12
  33 | 8 | 1 | -5 | 18 | 1.1 | 7 | 5 | -2
O=C(CC12CC3CC(CC(C3)C1)C2)N1CCCOC1
  10 | -21 | 0.98 | 0 | 77 | 1.1 | 2 | -12 | -1
O=c1[nH]c(Cc2ccccc2)nc2c1oc1ccccc12
  10 | -5 | 1 | -1 | 125 | 1.1 | 4 | 4 | 1
O=C(CS(=O)(=O)Cc1ccccc1)N1CCN(c2cccc(C(F)(F)F)c2)CC1
  1 | -4 | 1 | -10 | 120 | 1.1 | 8 | 2 | -1
O=c1c2c([nH]c3ccccc13)C(=C1CCCC1)CC2
  -9 | 4 | 1.1 | -8 | 89 | 2.1* | 0 | 2 | 12
OC(C#CCN1CCCC1)c1ccccc1 (stereo not drawn)
  3 | -5 | 1.1 | 3 | 82 | 1.1 | 1 | -3 | -3
CC(=O)c1ccc(N2CCN(C(=O)c3ccc(Br)cc3)CC2)c(F)c1
  2 | -9 | 1.1 | 0 | 111 | 1.1 | 8 | 3 | 1
Cc1ccc(C#N)c(SCc2cc3c(cc2Cl)OCO3)n1
  -19 | 22 | 1 | 1 | 56 | 1.1 | 1 | 3 | 5
O=C(Nc1nc2n(n1)C(c1ccccc1)C=C(c1ccccc1)N2)c1ccco1 (stereo not drawn)
  33 | 2 | 1.1 | -12 | -23* | 2.6* | 0 | 1 | 0
O=C(CN1C(=O)C2CC=C(Cl)CC2C1=O)Nc1ccc(C(=O)O)cc1 (stereo not drawn)
  4 | 3 | 0.99 | -3 | 127 | 1.1 | -2 | . | .
O=C(CSc1ncn(-c2ccccc2)n1)NCc1ccccc1
  -4 | -6 | 1 | -5 | 96 | 1.1 | -4 | -3 | -6
C=CCNc1ncnc2c1[nH]c1ccccc12
  -6 | -3 | 1.1 | -3 | 64 | 2.5* | 4 | 8 | 3
CCOc1ccc(C2SCC(=O)N2c2c(C)n(C)n(-c3ccccc3)c2=O)cc1 (stereo not drawn)
  -6 | -2 | 1 | 0 | 96 | 1.1 | 8 | 7 | -11
CCN(CC)CCOC(=O)c1ccc(N=CC2=C(O)CC(C)(C)CC2=O)cc1
  1 | -8 | 1.2 | -1 | 77 | 1 | 9 | 8 | 10
COc1c(F)c(F)c(C(=O)Nc2ccccc2N2CCN(C(C)=O)CC2)c(F)c1F
  7 | -6 | 1 | 6 | 90 | 1.1 | -6 | -3 | 0
COc1ccc(Cl)cc1N1C(=O)C2CCCN2C1c1ccccc1F (stereo not drawn)
  27 | -2 | 1.1 | 0 | 95 | 1.1 | 3 | -1 | 3
O=C(O)CCN1C(=O)c2ccc(NC(=O)c3cccs3)cc2C1=O
  -3 | -7 | 1.1 | 1 | 82 | 3.6* | 1 | 2 | -2
CCN1C(=O)NC2C1N(S(C)(=O)=O)CCN2S(C)(=O)=O (stereo not drawn)
  5 | -2 | 1 | -3 | 52 | 1.1 | -12 | -5 | -4
COc1ccccc1NC(=O)CSc1ncnc2c1oc1ccccc12
  -15 | 2 | 1.1 | 4 | 44 | 1.1 | -6 | -11 | 2
O=C(OCC(=O)N(C1CCCCC1)C1CCCCC1)c1cnccn1
  13 | -14 | 1 | -3 | 111 | 1.1 | 0 | -2 | 1
CCOc1ccc(S(=O)(=O)NCc2ccc(F)cc2)c2cccnc12
  -3 | -10 | 1.1 | 1 | 81 | 3.5* | -2 | -1 | 0
Cc1ccc(Cl)cc1N1CCN(C(c2ccc(C#N)cc2)c2nnnn2C2CCCC2)CC1 (stereo not drawn)
  14 | 5 | 1 | 2 | 85 | 1.1 | 0 | 0 | 4
Cc1cc(C(=O)O)ccc1-n1c(C)ccc1C
  30 | 3 | 0.98 | -9 | 61 | 1 | 8 | 9 | 7
CC(C(=O)N1CCN(c2ccccc2)CC1)N1C(=O)C2CC=CCC2C1=O (stereo not drawn)
  8 | -6 | 0.99 | 0 | 101 | 1 | 0 | -2 | -9
COc1ccc2cc(CCNC(=O)C(C)(C)C)c(=O)[nH]c2c1
  -2 | -7 | 1.1 | -3 | 101 | 1.2 | 2 | -1 | 0
CC(=O)c1c(C(C)=O)c(C)n(Cc2ccc3c(c2)OCO3)c1C
  -26 | 2 | 0.99 | -2 | 74 | 1 | 5 | -1 | -5
COc1ccccc1NC(=O)N1CCN(c2ccc3nncn3n2)CC1
  2 | -15 | 1.1 | -4 | 106 | 1.1 | 6 | -1 | 1
CCOC(=O)N1CCC(NC(=O)c2cc(C(=O)NCc3ccc(F)cc3)ccc2CO)CC1
  6 | 16 | 0.99 | -5 | 89 | 1.1 | 1 | 3 | 4
COc1ccccc1-n1nnnc1SCc1cc2c(cc1Br)OCO2
  -4 | -1 | 1 | -9 | 69 | 1 | -2 | 1 | -2
CCOc1ccc(-c2[nH]nc3c2C(c2cccnc2)C(C#N)=C(N)O3)cc1 (stereo not drawn)
  -18 | -8 | 0.99 | 1 | 103 | 1.1 | 14 | 6 | 0
O=C(COC(=O)c1cc(S(=O)(=O)N2CCOCC2)ccc1O)NCC1CCCO1 (stereo not drawn)
  1 | -16 | 1 | -7 | 52 | 1.9 | 5 | 2 | -6
N#Cc1nc(Cc2cccc3ccccc23)oc1NCCCn1ccnc1
  -7 | -3 | 1 | -11 | 78 | 1.1 | 5 | -1 | 4
CCN(CC(=O)Nc1c(C(=O)OC)[nH]c2ccc(C)cc12)c1ccc2c(c1)OCO2
  28 | 10 | 1.1 | 0 | 115 | 1.1 | 5 | -3 | -1
COc1ccc(C)cc1NC(=O)c1cc2ccccc2o1
  3 | -22 | 1.1 | 2 | 82 | 1.2 | 8 | -4 | 2
CC1=CC(C)(C)N2C(=O)C3(SCC(=O)N3c3ccc(O)cc3)c3cc(C)cc1c32 (stereo not drawn)
  12 | 1 | 1.1 | -1 | 71 | 1.2 | 6 | 5 | -7
Cc1nn(CC(O)Cn2cnc3c2c(=O)n(C)c(=O)n3C)c(C)c1Br (stereo not drawn)
  22 | 11 | 1.1 | 2 | 129 | 1.1 | 0 | 0 | 3
COc1cc(OC)cc(C(=O)Nc2ncc3c(n2)CC(C)CC3=O)c1 (stereo not drawn)
  -23 | -16 | 0.98 | -3 | 88 | 1 | -4 | -1 | -5
Cn1c(=O)[nH]c(=O)c2c1nc(NCCCn1ccnc1)n2CCOc1ccccc1
  -11 | 8 | 0.97 | 1 | 202 | 1.1 | 1 | -1 | -1
COc1ccc(-c2cn3c4c(sc3n2)CCCC4)cc1
  9 | -6 | 1 | -5 | . | 1.1 | 0 | -7 | 1
O=C(CN1CCOCC1)n1c2ccccc2c2ccccc21
  -12 | 8 | 1 | -13 | 91 | 1.1 | -3 | 2 | -8
CCOC(=O)C1CCN(c2c(N(C)Cc3ccco3)c(=O)c2=O)CC1
  -1 | -9 | 1 | -3 | 105 | 0.97 | -1 | 2 | 3
Cc1ccc2c(c1)C1OCCC1C1N2C(=O)C2C(C(=O)O)C3C=CC21O3 (stereo not drawn)
  -6 | -1 | 1 | 0 | 163 | 1.1 | 7 | -1 | -6

3 entries out of the list, ordered by SMILES length, lowest first.
Second line of a record – MKP-1 inh | Cdc25B block | A340 absorber | Hsp90 block | HER2 expr 66K | Autofluor 339 | PKA kinase inh | ROCK2 blocker | JNK3 blocker
O=C(CSc1ncn(-c2ccccc2)n1)NCc1ccccc1
  -4 | -6 | 1 | -5 | 96 | 1.1 | -4 | -3 | -6
N#Cc1nc(Cc2cccc3ccccc23)oc1NCCCn1ccnc1
  -7 | -3 | 1 | -11 | 78 | 1.1 | 5 | -1 | 4
CCOc1ccc(C2SCC(=O)N2c2c(C)n(C)n(-c3ccccc3)c2=O)cc1 (stereo not drawn)
  -6 | -2 | 1 | 0 | 96 | 1.1 | 8 | 7 | -11
